Source: PubChem BioAssay (National Center for Advancing Translational Sciences (NCATS))
TGFb inhibitor: qHTS for Inhibitors of TGF-b; hit rate 1.2% among 410,000; HepG2 CAGA-GFP TGF-b/SMAD3 reporter, GFP fluorescence, 18 h; TGF-beta stimulated, 500 pg/mL final; Potency, µM (series often up to 46.1 µM), without a hit: at the highest dose activity, negative = inhibition, hits mostly inhibitors; further: on the % scale 0 is the no-effect control and ±100 the full control effect; nearly all actives have a fitted effect of over 65% in size
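Per well, imaged GFP fluorescence of HEPG2 CAGA-GFP cells gives the signal; cells get compound, then TGF-beta (500 pg/mL final), 18 h at 37 degrees C; %Activity versus -TGF-beta and +DMSO controls.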
MCF10A rereplic: A quantitative high throughput screen for small molecules that induce DNA re-replication in MCF 10a normal breast cells; MCF 10A DNA re-replication, Hoechst nuclear intensity, 48 h; Potency, µM (highest dose often 46.1 µM), for the others: at the highest dose activity, positive = re-replication, most hits filed as activators; hit rate 2.9% among 350,000; further: % of control where 0% means no effect; nearly all actives have a fitted effect of over 50% in size
HepG2 viability: qHTS for Inhibitors of TGF-b: Cytotox Counterscreen | hit rate 0.76% among 410,000 | Potency, µM (top dose mostly 46.1 µM), inactives show at the highest dose activity change, negative = cytotoxicity, actives largely listed as cytotoxic | HepG2 CAGA-GFP viability, ATP luminescence, 18 h | AID 588856, 2011; further: some results filed as inactive show a strong effect at the top dose
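CellTiter-Glo luminescence gave cytotoxicity after 18 hours at 37 degrees C. The cells were HepG2 CAGA-GFP in 1% FBS DMEM, stimulated with 500 pg/mL TGF-beta after compound addition. %Activity was normalised to no-cell wells (complete cell-killing) and DMSO (no toxicity), and curves were fitted and classified.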
A549 viability: Nrf2 qHTS screen for inhibitors: counterscreen for cytotoxicity; A549 ARE-Fluc cells, CellTiter-Fluor viability, 18-24 h; Potency, µM (top dose mostly 46 µM), inactives show at the top dose activity change, negative = cytotoxicity, actives largely listed as inhibitors; hit rate 0.16% among 390,000; further: on the % scale 0 is the no-effect control and ±100 the full control effect
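Cytotoxicity counterscreen: CellTiter-Fluor fluorescence was measured in A549 ARE_Fluc cells after 18-24 h of compound exposure in a concentration series. The subsequent BugLite luminescent read reports ARE-luciferase activity.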
EPAC2 antagonist: qHTS for Antagonist of cAMP-regulated guanine nucleotide exchange factor 2 (EPAC2): primary screen | Rap guanine nucleotide exchange factor 4 (Homo sapiens), Q8WZA2 | EPAC2 GEF exchange of Rap1B-BODIPY-GDP, fluorescence | Potency, µM (series often up to 114 µM), for the others: top-dose activity, negative = inhibition, actives largely listed as inhibitors | hit rate 0.18% among 360,000 | AID 720708, 2013; further: on the % scale 0 is the no-effect control and ±100 the full control effect; nearly all actives have a fitted effect of over 45% in size; many of its hits are not listed in these tables
Target sequence (Q8WZA2 whole entry, looked up): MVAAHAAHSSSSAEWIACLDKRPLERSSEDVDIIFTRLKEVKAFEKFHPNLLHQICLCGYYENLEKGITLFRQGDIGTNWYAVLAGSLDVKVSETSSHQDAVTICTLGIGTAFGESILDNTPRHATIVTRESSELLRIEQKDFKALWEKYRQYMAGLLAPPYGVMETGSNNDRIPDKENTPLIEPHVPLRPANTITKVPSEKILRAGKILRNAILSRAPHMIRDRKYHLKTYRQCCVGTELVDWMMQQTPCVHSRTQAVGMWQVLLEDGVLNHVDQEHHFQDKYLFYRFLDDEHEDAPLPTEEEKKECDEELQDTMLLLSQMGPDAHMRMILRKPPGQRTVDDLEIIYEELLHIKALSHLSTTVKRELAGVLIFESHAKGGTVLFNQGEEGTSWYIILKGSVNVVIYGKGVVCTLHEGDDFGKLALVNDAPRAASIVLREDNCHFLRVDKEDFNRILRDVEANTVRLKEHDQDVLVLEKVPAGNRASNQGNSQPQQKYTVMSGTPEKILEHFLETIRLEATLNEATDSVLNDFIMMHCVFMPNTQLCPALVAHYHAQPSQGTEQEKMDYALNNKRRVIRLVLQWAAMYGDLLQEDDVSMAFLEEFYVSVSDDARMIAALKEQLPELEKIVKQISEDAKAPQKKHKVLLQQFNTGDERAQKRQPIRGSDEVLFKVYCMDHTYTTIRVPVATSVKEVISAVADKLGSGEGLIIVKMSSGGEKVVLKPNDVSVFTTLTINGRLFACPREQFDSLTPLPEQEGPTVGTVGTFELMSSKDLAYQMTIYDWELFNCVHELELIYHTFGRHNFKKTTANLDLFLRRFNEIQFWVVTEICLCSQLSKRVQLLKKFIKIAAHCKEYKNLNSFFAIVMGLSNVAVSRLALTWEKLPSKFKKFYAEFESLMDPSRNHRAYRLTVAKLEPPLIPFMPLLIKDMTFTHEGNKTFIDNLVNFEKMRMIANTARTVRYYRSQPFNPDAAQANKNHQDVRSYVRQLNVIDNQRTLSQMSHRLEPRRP
S2 tox: Viability Counterscreen for Primary qHTS for Inhibitors of ATXN expression | S2 cells (HEK-293 line with an ATXN2-luciferase reporter) viability, CellTiter-Fluor protease fluorescence, 24 h | Potency, µM (top dose mostly 56.7 µM), actives largely listed as cytotoxic | hit rate 0.49% among 400,000; further: nearly all actives have a fitted effect of over 40% in size
Nrf2 block: Nrf2 qHTS screen for inhibitors; Potency, µM (doses to about 46 µM), without a hit: top-dose activity change, negative = inhibition, most hits filed as inhibitors; A549 ARE-Fluc reporter, luciferase luminescence, 18-24 h; AID 504444, 2011; hit rate 2.1% among 360,000; further: on the % scale 0 is the no-effect control and ±100 the full control effect; nearly all actives have a fitted effect of over 60% in size
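Two sequential reads on A549 ARE_Fluc cells exposed to compound for 18-24 h: a CellTiter-Fluor fluorescence read for viability, then a luciferase luminescence read for Nrf2/ARE activity.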
Nrf2 ARE act: qHTS of Nrf2 Activators; AREc32 ARE-luciferase reporter (MCF7-derived line), luminescence, 24 h; Potency, µM (titrated, usually from 46.1 µM), for the others: top-dose activation, hits mostly activators; hit rate 0.31% among 410,000; AID 624171, 2012; further: % of control where 0% means no effect; nearly all actives have a fitted effect of over 65% in size
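Luciferase luminescence (Steady-Glo, 30 min at room temperature) served as the read-out of ARE activation in AREc32 cells treated with compounds for 24 hr at 37 deg C.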
ATXN2 expr inh: Primary qHTS for Inhibitors of ATXN expression; hit rate 0.72% among 360,000; Potency, µM (highest dose often 57 µM), without a hit: at the highest dose activity change, negative = inhibition, hits mostly inhibitors; HEK-293 ATXN2-luciferase reporter, luminescence, 24 h; further: on the % scale 0 is the no-effect control and ±100 the full control effect; nearly all actives have a fitted effect of over 55% in size
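qHTS (up to 57 uM final) was run with 24 h compound exposure of reporter cells at 37 °C. Each well was multiplexed: SteadyGlo luminescence measured ATXN2-luciferase expression after a fluorogenic Gly-Phe-AFC viability readout (25 uM final).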
Active calls of the source: *; i = inactive; ? = inconclusive; . = no result given; [ ] = dose if it differs, or a comment. The call rests on the fitted dose curve; in most records, active means well fitted curve in the direction sought with a large enough effect; inconclusive means small, poorly fitted or top-dose-only effect, or another doubt; inactive means no such curve, though single readings can be large; an effect the other way counts as inactive or inconclusive. Potency means the concentration at half of the fitted maximal effect.

SMILES	TGFb inhibitor	MCF10A rereplic	HepG2 viability	A549 viability	EPAC2 antagonist	S2 tox	Nrf2 block	Nrf2 ARE act	ATXN2 expr inh
Cc1ccc(/C=C2\SC(=S)N(CCC(=O)NNC(=O)c3ccc(O)cc3)C2=O)cc1	4%	4%	8%	-4%	-8%	i	-9%	-0.2%	23%
Cc1ccc(C)c(N2CCN(C(=O)c3ccc4c(Cl)c5c(nc4c3)CCCC5)CC2)c1	?	.	-28%	1%	.	i	0%	0.6%	4%
O=C(CN1C(=O)/C(=C\c2ccc(F)cc2)Oc2ccccc21)NCc1ccco1	2%	8%	10%	1%	9%	?	0%	3.7%	-16%
Cc1cc(C)nc(SC2CC(=O)N(c3ccc(Br)cc3)C2=O)n1 (centres undefined)	0%	4%	-1%	4%	3%	i	27%	-0.3%	5%
CN(CC(=O)Nc1sc2c(c1C#N)CCCCC2)Cc1nc2ccccc2c(=O)[nH]1	-6%	?	-16%	4%	?	i	-15%	1.8%	-15%
Cc1ccccc1-n1c(SCC(=O)c2c(N)n(C)c(=O)n(C)c2=O)nc2sc3c(c2c1=O)CCCC3	-26%	?	-40%	-9%	-1%	i	?	2.7%	-20%
CCN(CC(=O)Nc1cccc(OC)c1)C(=O)c1ccncc1	-9%	-3%	-1%	-1%	9%	i	1%	-0.2%	-1%
Cc1cccc(C2c3[nH]c4ccccc4c3CCN2Cc2ccc(C)s2)n1 (centres undefined)	-1%	?	0%	1%	11%	i	18%	10%	5%
Cc1ccc(SCC(=O)Nc2ccccc2C(=O)O)cc1	-25%	19%	-13%	1%	23%	i	?	-0.3%	12%
Cc1sc2ncnc(SCC(=O)N3CCCC(C(F)(F)F)C3)c2c1C (centres undefined)	5%	-13%	10%	0%	6%	i	-29%	2.3%	20%
CC(=O)N1N=C(C)CC1c1ccc(O)cc1 (centres undefined)	-26%	9%	-3%	0%	4%	i	?	-0.1%	.
O=C(CCn1c(=O)sc2ccccc21)NCc1ccc2c(c1)OCO2	-5%	-12%	-10%	-3%	-1%	i	8%	-0.5%	-4%
CCOC(=O)c1oc2ccc(Br)cc2c1NC(=O)CN1CCN(C)CC1	-10%	-4%	-24%	14%	9%	i	.	5.7%	-16%
COc1cc(/C=N/NC(N)=O)cc(Br)c1OCc1ccccc1C	20%	6%	7%	0%	9%	i	-4%	0.5%	-1%
COCCNC(=O)C1(C)CCCN(C(=O)c2cc(F)ccc2C)C1 (centres undefined)	-2%	.	-5%	.	-3%	i	.	0.2%	14%
Cc1ccc(C2(C)NC(=O)N(Cc3c(C)noc3C)C2=O)cc1 (centres undefined)	5%	1%	-23%	-3%	14%	i	3%	0.1%	11%
O=C1N=C(N2CCOCC2)SC1=C1CCCCC1	-6%	-1%	4%	0%	1%[57.1 µM]	?	?	2.3%	42%[activator]
COc1ccc2oc(-c3ccccc3)c(C(=O)O)c2c1	-15%	1%	21%	0%	-1%	i	4%	0.1%	-10%
CN1CCN(Cc2cn(C)nc2-c2ccccc2F)CC1c1ccccc1 (centres undefined)	-26%	1%	-7%	5%	12%	?	3%	0.0%	-14%
CCOc1ccccc1C(=O)Nc1ccccc1-c1ccccc1	?	21µM*	-18%	1%	-11%	i	-12%	2.4%	7%
O=C(NNC(=S)Nc1ccccc1)c1cc(Br)ccc1Cl	14µM*	?	-16%	3%	-2%	i	3%	11%	7%
CSc1nc2ccc(NC(=O)CSc3nnc(N)s3)cc2s1	0%	?	16%	8%	-3%	i	14%	14%	16%
Oc1c(C=Nc2ccccc2Cl)[nH]c2ccccc12	0%	7%	12%	-10%	2%	i	?	6.3%	5%
COc1ccccc1NC(=O)c1ccc(NC(=O)C2COc3ccccc3O2)cc1 (centres undefined)	3%	?	-5%	-1%	-16%	i	-17%	0.5%	-28%
CCCCC(CC)C(=O)NCc1ccccc1OC (centres undefined)	-11%	836%[0.0737 µM]	4%	-1%	10%	i	-11%	-0.1%	0%

As entered above.
Value for `O=C1N=C(N2CCOCC2)SC1=C1CCCCC1` in A549 viability: 0%
Value for `CSc1nc2ccc(NC(=O)CSc3nnc(N)s3)cc2s1` in A549 viability: 8%
Value for `COc1cc(/C=N/NC(N)=O)cc(Br)c1OCc1ccccc1C` in HepG2 viability: 7%
Value for `Oc1c(C=Nc2ccccc2Cl)[nH]c2ccccc12` in MCF10A rereplic: 7%

Following part
SMILES	TGFb inhibitor	MCF10A rereplic	HepG2 viability	A549 viability	EPAC2 antagonist	S2 tox	Nrf2 block	Nrf2 ARE act	ATXN2 expr inh
COc1c(Cl)ccc(Cl)c1C(=O)OCC(=O)O	-22%	2%	0%	-1%	14%	i	2%	0.1%	3%
O=C(O)c1cccc(N/N=C/c2cccs2)c1	6%	0%	3%	6%	12%	?	?	-2.5%	10µM*
O=C(COC(=O)COc1ccc(Cl)cc1Br)NCCC1=CCCCC1	-1%	1%	2%	-4%	-23%	i	12%	-0.7%	7%
N#Cc1c(-c2ccccc2)nc(SCc2cccc(C(F)(F)F)c2)[nH]c1=O	-15%	?	0%	4%	40µM*	?	-9%	-0.5%	.
Cc1cc(C)nc(NS(=O)(=O)c2ccc(NS(=O)(=O)c3ccc(C#N)cc3)cc2)n1	7%	2%	11%	0%	14%	i	4%	-0.1%	-6%
CN(Cc1ccccc1Cl)C(=O)C1CCC(=O)N(CCc2cccc(F)c2)C1 (centres undefined)	?	0%	-30%	1%	-9%	?	12%	-0.9%	13%
COc1cccc(C(=O)OCC(=O)NC(C)CCc2ccccc2)c1O (centres undefined)	-17%	0%	-24%	-2%	4%	i	-14%	-1.0%	.
COP(=O)(OC)c1nc(-c2cccc3ccccc23)oc1NCc1ccccc1	-26%	18µM*	-8%	-13%	-11%	i	?	0.1%	-10%
CCCc1cc(=O)[nH]c(SCC(=O)Nc2nc(-c3ccccc3)cs2)n1	5%	17%	4%	-3%	?	?	-7%	27%	13%
Cc1ccc(C2=[N+]([O-])C3(CCCCC/C3=N\NC(N)=O)N(O)C2(C)C)o1 (centres undefined)	8%	-10%	-1%	3%	2%	i	6%	-0.4%	-11%
COc1ccc(S(=O)(=O)Nc2cc(C)on2)cc1	-2%	-3%	-1%	1%	4%	i	7%	-0.8%	-7%
CCOC(=O)c1cccc(NC(=O)c2cc(C)nn2-c2ccccc2)c1	4%	4%	1%	-4%	-1%	i	?	0.3%	8%
COc1ccccc1N1CCN(C(=O)c2cnc(N3CCOCC3)c3ccccc23)CC1	-17%	.	-13%	0%	.	.	.	-1.2%	.
CS/C(=N\S(=O)(=O)c1cccs1)Nc1cccc(Cl)c1C	-27%	?	-22%	14%	-1%	i	14%	-0.6%[9.22 µM]	1%
CC(C)CC(OC(=O)c1cccs1)C(=O)NCC1CCCO1 (centres undefined)	-6%	0%	-8%	-27%	-1%	i	-22%	-0.2%	3%
CC1CN(CCCCOc2ccc(C(C)C)cc2)CC(C)O1 (centres undefined)	-5%	18%	-21%	?	16%	i	?	0.5%	-15%
O=C(N/N=C/c1c[nH]c2ccccc12)c1sc2ccccc2c1Cl	-3%	13%	-15%	-14%	-4%	i	?	7.2%	45%[activator]
COc1ccccc1C(=O)N(Cc1ccco1)Cc1ccccc1F	0%	.	-20%	-2%	.	.	-7%	0.3%	.
Clc1ccc(-c2cc(-c3ccccn3)on2)c(Cl)c1	-8%	0%	-47%	1%	-7%	i	?	10%	.
Cc1csc(N/N=C/c2ccc(O)c([N+](=O)[O-])c2)n1	-9%	15%	-1%	-19%	-1%	i	-1%	?	15%
COc1ccc(NC(=O)C2CCCN(c3cc(C)nc4ncnn34)C2)cc1 (centres undefined)	-20%	2%	-1%	6%	-8%	i	-5%	6.0%	-17%
CC1=C(C(N)=O)C(c2cccnc2)n2nc(-c3cccc(Cl)c3)nc2N1 (centres undefined)	-6%	9%	6%	-1%	12%	i	-5%	-0.1%	1%
C/C(=C\c1cc(C(=O)O)c(C)o1)CO	-5%	-1%	-7%	1%	-2%	i	-6%	-0.1%	-6%
CCCS(=O)(=O)NC(=O)C1(C)CCCN(C(=O)c2ccc3c(c2)OCO3)C1 (centres undefined)	9%	.	-5%	.	3%	i	.	0.0%	12%
CC(=O)NCc1ccc(S(=O)(=O)N2CCCN(C)CC2)cc1	3%	2%	-3%	9%	9%	i	0%	-0.2%	-9%

Records above printed as active in EPAC2 antagonist:
Structure,TGFb inhibitor,EPAC2 antagonist,Nrf2 ARE act
N#Cc1c(-c2ccccc2)nc(SCc2cccc(C(F)(F)F)c2)[nH]c1=O,-15%,40µM*,-0.5%

(next part)
SMILES	TGFb inhibitor	MCF10A rereplic	HepG2 viability	A549 viability	EPAC2 antagonist	S2 tox	Nrf2 block	Nrf2 ARE act	ATXN2 expr inh
Cc1ccc(NC(=O)C2CCN(C(=O)NC3CCCCC3)CC2)cc1	17%	-2%	-1%	-3%	14%	i	9%	0.4%	-3%
N#CCC(=O)N/N=C/c1ccc(SCC(=O)Nc2ccccc2)o1	-8%	-3%	-8%	-6%	15%	i	?	6.5%	.
CSc1nc(C)nc(C2CC2)c1C#N	9%	-3%	10%	3%	5%	i	2%	-0.5%	-17%
CC1=CCC2C(=O)N(c3cccc(C(=O)N(C)C4CCCCC4)c3)C(=O)C2C1 (centres undefined)	0%	5%	8%	.	3%	i	4%	-0.3%	9%
CCCCNC(=O)Cc1c(O)c2ccccc2[nH]c1=O	-4%	0%	-1%	1%	1%[57.1 µM]	i	0%	0.0%	2%
Cc1cc(C)cc(NC(=S)Nc2ccc(Cl)c(Cl)c2)c1	?	?	-36%	-17%	-10%	i	?	0.5%	?
O=C(/C=C/c1ccco1)NCc1ccco1	-2%	5%	1%	3%	0%	i	6%	?	9%

Structural class, the entries above containing a CF3 group
SMILES	TGFb inhibitor	MCF10A rereplic	HepG2 viability	A549 viability	EPAC2 antagonist	S2 tox	Nrf2 block	Nrf2 ARE act	ATXN2 expr inh
Cc1sc2ncnc(SCC(=O)N3CCCC(C(F)(F)F)C3)c2c1C (centres undefined)	5%	-13%	10%	0%	6%	i	-29%	2.3%	20%
N#Cc1c(-c2ccccc2)nc(SCc2cccc(C(F)(F)F)c2)[nH]c1=O	-15%	?	0%	4%	40µM*	?	-9%	-0.5%	.

Some of the compounds tested; rates above refer to the full screens.
